Source: PubChem
BAZ2B inh: qHTS Assay for Inhibitors of BAZ2B. Potency, µM (top dose mostly 114 µM), without a hit: top-dose activity change, negative = inhibition, actives largely listed as inhibitors. hit rate 4.4% among 360,000. AID 504333, 2011. Bromodomain adjacent to zinc finger domain protein 2B (Homo sapiens), Q9UIF8. AlphaScreen BAZ2B-H3K14Ac peptide displacement; note: % is set by controls: 0 for no effect and ±100 for the full control effect; nearly all actives have a fitted effect of over 60% in size
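BAZ2B (50 nM) with biotin-H3(5-23)K14Ac peptide (50 nM) in PBS pH 7.4, 0.01% Tween-20, preformed 30 min, then compound 30 min at room temperature; top concentration 110uM. AlphaScreen streptavidin donor/nickel chelate acceptor beads (10 ug/mL final), 20 min dark, signal read.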
POLK inh: qHTS for Inhibitors of Polymerase Kappa; purified Pol kappa, fluorescent DNA synthesis assay, 10 min; Potency, µM (series often up to 107 µM), without a hit: top-dose activity, negative = inhibition, actives largely listed as inhibitors; AID 588579, 2011; hit rate 0.53% among 400,000; DNA polymerase kappa (Homo sapiens), Q9UBT6; note: % is set by controls: 0 for no effect and ±100 for the full control effect
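Pol kappa 10 nM + cpd, 15 min RT; start w/ substrate 50 nM final; fluorescence kinetic read, 0 and 10 min. Neg ctrl: buffer, no enzyme.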
APE1 inh: qHTS Assay for Inhibitors of the Human Apurinic/apyrimidinic Endonuclease 1 (APE1); DNA repair nuclease/redox regulator APEX1 (Homo sapiens), P27695; recombinant APE1, TAMRA/BHQ-2 abasic DNA cleavage fluorescence; Potency, µM (series often up to 65.8 µM), inactives show at the highest dose activity change, negative = inhibition, most hits filed as inhibitors; hit rate 0.35% among 350,000;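 note: plate controls were vehicle for no effect and reference inhibitor for full effect; nearly all actives have a fitted effect of over 55% in size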
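Endonuclease cleavage of a quenched abasic-site DNA duplex (50 nM) by APE1 (0.75 nM) was tracked by TAMRA dequenching. Compounds were preincubated with enzyme 15 min at room temperature; data normalized to buffer-only and DMSO wells plus NSC13755 control.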
Pol beta inh: qHTS Assay for Inhibitors of DNA Polymerase Beta; P06746; Pol beta primer extension/strand displacement, fluorescence kinetic; Potency, µM (titrated, usually from 114 µM), inactives show at the top dose activity change, negative = inhibition, most hits filed as inhibitors; hit rate 1.3% among 340,000; AID 485314, 2010; note: % is set by controls: 0 for no effect and ±100 for the full control effect
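Human Pol beta at 10 nM; strand-displacement substrate 50 nM final. Compound exposure 15 min at room temperature before start, reaction 10 min at room temperature.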
BLM inh: qHTS Assay for Inhibitors of Bloom's syndrome helicase (BLM); recombinant BLM DNA unwinding, fluorescence dequenching; Potency, µM (top dose mostly 56.1 µM), without a hit: at the highest dose activity change, negative = inhibition, usual class: inhibitors; hit rate 0.2% among 350,000; AID 2528, 2010;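 note: plate controls were vehicle for no effect and no enzyme for full effect; nearly all actives have a fitted effect of over 35% in size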
Pol eta inh: qHTS for Inhibitors of Polymerase Eta. DNA polymerase eta (Homo sapiens), Q9Y253. recombinant Pol eta, fluorescent DNA replication assay. Potency, µM (series often up to 114 µM), without a hit: top-dose activity change, negative = inhibition, usual class: inhibitors. hit rate 1.2% among 390,000. AID 588591, 2011; note: % is set by controls: 0 for no effect and ±100 for the full control effect
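Fluorescent replication assay: 50 nM final substrate added after a 15 min room-temperature compound preincubation with 10 nM enzyme. Signal taken at 0 min and again at 10 min.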
G9a inh: qHTS Assay for Inhibitors of Histone Lysine Methyltransferase G9a; Potency, µM (top dose mostly 102 µM), without a hit: at the top dose activity, negative = inhibition, hits mostly inhibitors; AID 504332, 2011; G9a H3K9 monomethylation, AlphaScreen, 2 h; Histone-lysine N-methyltransferase EHMT2 (Homo sapiens), Q96KQ7; hit rate 8.8% among 350,000; note: % is set by controls: 0 for no effect and ±100 for the full control effect; nearly all actives have a fitted effect of over 75% in size
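AlphaScreen detection with an anti-monomethyl H3K9 antibody quantified product after a 2 h room-temperature reaction containing 500 nM biotinylated H3K9 peptide, 20 µM SAM and 20 nM enzyme, which had been preincubated 15 min with compound.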
Pol iota inh: qHTS for Inhibitors of Polymerase Iota | hit rate 1% among 390,000 | DNA polymerase iota (Homo sapiens), Q9UNA4 | Potency, µM (doses to about 115 µM), for inactives: at the highest dose activity, negative = inhibition, most hits filed as inhibitors | Pol iota fluorescent replication assay, 10 min
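Pol iota at 10 nM preincubated 15 min with compounds at room temperature; reaction started with fluorescent substrate, 50 nM final. Fluorescence read kinetically at 0 and 10 min; buffer-only wells as negative control.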
JMJD2A Tudor inh: qHTS Assay for Inhibitors of JMJD2A-Tudor Domain. Lysine-specific demethylase 4A (Homo sapiens), O75164. AlphaScreen JMJD2A-Tudor / H3K4me3 peptide binding. Potency, µM (highest dose often 114 µM), for the others: top-dose activity change, negative = inhibition, usual class: inhibitors. hit rate 4.4% among 390,000; note: % is set by controls: 0 for no effect and ±100 for the full control effect; nearly all actives have a fitted effect of over 50% in size
Target sequence (O75164 whole entry, looked up, the tested form may be a part): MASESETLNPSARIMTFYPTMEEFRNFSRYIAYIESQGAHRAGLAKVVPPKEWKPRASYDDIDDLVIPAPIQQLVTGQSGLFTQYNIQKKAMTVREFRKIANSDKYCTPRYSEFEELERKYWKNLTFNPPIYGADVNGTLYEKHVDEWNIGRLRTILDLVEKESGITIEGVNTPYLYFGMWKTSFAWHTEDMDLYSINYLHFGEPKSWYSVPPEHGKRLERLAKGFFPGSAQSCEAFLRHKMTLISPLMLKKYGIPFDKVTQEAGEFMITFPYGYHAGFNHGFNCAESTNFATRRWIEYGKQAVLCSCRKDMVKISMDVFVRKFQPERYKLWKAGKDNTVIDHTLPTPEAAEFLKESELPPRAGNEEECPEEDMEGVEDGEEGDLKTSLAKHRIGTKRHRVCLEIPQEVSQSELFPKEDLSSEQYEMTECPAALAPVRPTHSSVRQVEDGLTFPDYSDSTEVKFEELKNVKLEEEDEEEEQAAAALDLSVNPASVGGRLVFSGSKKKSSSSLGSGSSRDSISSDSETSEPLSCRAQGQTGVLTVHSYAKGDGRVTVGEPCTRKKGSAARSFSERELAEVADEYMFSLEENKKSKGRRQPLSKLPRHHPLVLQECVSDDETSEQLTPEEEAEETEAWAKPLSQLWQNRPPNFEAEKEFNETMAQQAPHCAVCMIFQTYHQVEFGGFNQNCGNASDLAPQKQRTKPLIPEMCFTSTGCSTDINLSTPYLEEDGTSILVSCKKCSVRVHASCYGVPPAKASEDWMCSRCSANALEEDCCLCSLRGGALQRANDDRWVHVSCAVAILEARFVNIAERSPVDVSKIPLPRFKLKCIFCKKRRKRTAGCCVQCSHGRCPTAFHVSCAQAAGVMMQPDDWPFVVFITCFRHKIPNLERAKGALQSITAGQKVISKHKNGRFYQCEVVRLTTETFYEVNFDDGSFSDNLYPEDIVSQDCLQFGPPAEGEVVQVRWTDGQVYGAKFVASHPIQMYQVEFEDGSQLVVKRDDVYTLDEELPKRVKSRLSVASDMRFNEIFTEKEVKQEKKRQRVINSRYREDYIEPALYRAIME
Starred values were filed as active, the others as inactive; ? = inconclusive; / = not tested or not shown; & = joins results of further samples; [ ] = another dose, or the depositor's remark. Calls come from the whole dose curve; as a rule, active = well fitted curve in the direction sought with a large enough effect; inconclusive = small, poorly fitted or top-dose-only effect, or another doubt; inactive = no such curve, though single readings can be large; an effect the other way counts as inactive or inconclusive. Potency is the fitted concentration of half-maximal effect.

Compound | Pol eta inh | POLK inh | Pol iota inh | BAZ2B inh | BLM inh | JMJD2A Tudor inh | Pol beta inh | APE1 inh | G9a inh
COc1ccc(OC)c(NC(=O)c2c(NCc3ccc(OC)c(OC)c3)sc3c2CCC(C)C3)c1 (stereo unspecified) | -6% | -13%[60.1 µM] | -12% | ? | -5% | 50µM* | 16% | / | 13µM*
Cn1c2c(c3ccccc31)CCN=C2c1ccccc1 | -24% | 5% | 29% | / | / | -15% | / | / | /
CC(C)(C)c1ccc(C(=O)NNC(=O)C(=O)N2CCCCC2)cc1 | -4% | 11% | 1%[58.9 µM] | -30% | 0% | -22% | 7% | 1% | 33%[0.501 µM]
Cc1cc(C)cc(NC(=O)c2cc(S(=O)(=O)N3CCCCCC3)cn2C)c1 | -12% | -8%[60.1 µM] | 20% | 2% | 4% | -4% | 1% | / | -4%[59 µM]
O=C(NCc1cccnc1)c1ccc(N2CCOCC2)c([N+](=O)[O-])c1 | -15% | -4% | 34%[activator] | -17% | 1% | -10% | 6% | 22% | ?
NNC(=O)c1ccc(OCC2CC(c3ccc(Cl)cc3)=NO2)cc1 (stereo unspecified) | 5% | -13% | 71%[activator] | -4% | -1% | -8% | ? | -4% | ?
CCn1cc(S(=O)(=O)c2ccc(OC)cc2)c(=O)c2cc(F)c(N3CCN(C)CC3)cc21 | -18% | 3% | -19% | -20% | 6% | -15% | 14% | -8% | 18%
CC1CN(CC(O)c2ccc(Br)cc2)CCO1 (stereo unspecified) | 4% | -7% | 23% | / | / | -11% | / | / | /
COc1cc2c(cc1OC)C[N+](C)(C)CC2 | -8% | 11% | -4% | -6% | 0% | 50µM* | 13% | 3% | -10%[12.7 µM]
CC1(C)C(=O)Nc2ccccc2N1C(=O)COC(=O)CNS(=O)(=O)c1ccc(F)c(F)c1F | -16% | 4% | -27% | -4% | / | -20% | / | -5% | -4%[59 µM]
COc1ccc(-n2nc3ccc(NC(=O)c4cccc(OCCC(C)C)c4)cc3n2)cc1 | -13% | 9% | 1% | 15% | 0% | -8% | -8% | / | 21%[59 µM]
N#Cc1cccc(C#N)c1Oc1ccc(S(=O)(=O)Nc2ccc(Cl)cc2)cc1 | -9% | -1% | 19% | 4% | -12% | -8% | 17% | 3% | /
O=C(CN1CCN(S(=O)(=O)c2cccc(Cl)c2)CC1)N1CCCCC1 | -5% | 13% | 26% | 12% | / | -2% | / | 2% | 6%[12.7 µM]
CCOc1cc(-c2cc(-c3ccc(NC(C)=O)cc3)nc(N)c2C#N)ccc1O | -2% | -7% | 1% | 1% | -4% | -9% | 5% | 7% | 12%[59 µM]
O=C(CSc1cn(CC(=O)N2CCCCC2)c2ccccc12)NCC1CCCO1 (stereo unspecified) | -11% | -13% | ? | -16% | -2% | 50µM* | 28% | -2% | -37%
Cc1nc(C(=O)NCc2ccccc2)sc1C1(C)CC(c2ccccc2)=NO1 (stereo unspecified) | -20% | -17% | 4% | 18% | -3% | -12% | 4% | -2% | 12%[12.7 µM]
Cc1cc(C)c(NC(=O)CSc2nnc(-c3ccccn3)n2N)c(Cl)c1 | 1% | 7% | 2% | 14µM* | -3% | 45µM* | -3% | 2% | -33%
COc1ccc(CNc2cc(C)ccn2)c(O)c1 | -17% | -2% | 12% | -15% | -1% | -17% | 0% | 10% | ?
CC1S/C(=C(\C#N)C(=O)NCc2ccco2)N(Cc2ccco2)C1=O (stereo unspecified) | ? | 89µM* | 22µM* | -31% | -3% | ? | 25% | 0% | ?
CCOc1ccc(-c2cc(C(=O)NCCCOC)c3c(-c4ccc(CC)cc4)[nH]nc3n2)cc1 | -13% | -3% | 27% | -2% | 3% | -7% | 14% | / | 10%[59 µM]
CCOC(=O)C1CCN(c2cc(=O)n(C3CCCCC3)c(=O)[nH]2)CC1 | -3% | -9% | 3% | 2% | -1% | 7% | 19% | -1% | 11%[59 µM]
CCOc1ccc(NC(=O)CCS(=O)(=O)c2ccc(C)cc2)cc1 | -14% | 0% | 13% | 2% | 1% | -11% | 7% | 3% | -8%
COc1ccc2oc(C(=O)NCC3CCCO3)c(C)c2c1 (stereo unspecified) | -12% | -1% | 20% | 3% | 0% | -6% | -3% | 28% | 37%
C=CCn1cc(-c2cccc(Cl)c2)cc(C#N)c1=O | -16% | 6% | -9% | 4% | -6% | -5% | 10% | 2% | 27%

Part of the list above, as labelled records:
CCOc1ccc(-c2cc(C(=O)NCCCOC)c3c(-c4ccc(CC)cc4)[nH]nc3n2)cc1
  Pol eta inh: -13% | POLK inh: -3% | Pol iota inh: 27% | BAZ2B inh: -2% | BLM inh: 3% | JMJD2A Tudor inh: -7% | Pol beta inh: 14% | APE1 inh: / | G9a inh: 10%[59 µM]
C=CCn1cc(-c2cccc(Cl)c2)cc(C#N)c1=O
  Pol eta inh: -16% | POLK inh: 6% | Pol iota inh: -9% | BAZ2B inh: 4% | BLM inh: -6% | JMJD2A Tudor inh: -5% | Pol beta inh: 10% | APE1 inh: 2% | G9a inh: 27%
CCOc1ccc(NC(=O)CCS(=O)(=O)c2ccc(C)cc2)cc1
  Pol eta inh: -14% | POLK inh: 0% | Pol iota inh: 13% | BAZ2B inh: 2% | BLM inh: 1% | JMJD2A Tudor inh: -11% | Pol beta inh: 7% | APE1 inh: 3% | G9a inh: -8%

(listing goes on)
Compound | Pol eta inh | POLK inh | Pol iota inh | BAZ2B inh | BLM inh | JMJD2A Tudor inh | Pol beta inh | APE1 inh | G9a inh
CN1C(=O)C(c2ccccc2[N+](=O)[O-])C(=O)c2ccccc21 (stereo unspecified) | 0% | -4% | 8% | 0% | -1% | -7% | 52% | 1% | ?
CCOC(=O)N1CCN(C(=O)c2cn(CC)c3ccc(S(=O)(=O)N4CCC(C)CC4)cc3c2=O)CC1 | -8% | 10% | -13% | -1% | -6% | -6% | 32% | -2% | -1%
CC1(c2ccccc2)CC(C)(C)N2C(=O)C(=O)c3cccc1c32 (stereo unspecified) | -2% | -12% | 105%[activator] | 28µM* | -20% | ? | 0% | -2% | ?
Cc1ccc(C)c(N2CCN(C(=O)CCc3nc(-c4ccccc4Br)no3)CC2)c1 | -24% | 3% | 26% | / | / | -9% | / | -17% | /
CCN(C(=O)CN1CCN(c2ccccc2)CC1)c1c(N)n(Cc2ccccc2)c(=O)[nH]c1=O | -7% | -3% | 11% | 10% | -5% | -26% | 2% | 6% | -4%[59 µM]
C1CN(CC2COC(CN3CCOCC3)CO2)CCO1 (stereo unspecified) | -18% | -4% | 17% | / | / | -1% | / | / | /
CCCN(CCC)S(=O)(=O)c1ccc(C(=O)OCCN2C(=O)c3cccc4c(N5CCOCC5)ccc(c34)C2=O)cc1 | -9% | -15% | 35%[activator] | 24% | -1% | 23% | 24% | 2% | 85%[activator]
Cc1ccccc1OCCC(=O)N1CCN(S(=O)(=O)c2ccc(Br)cc2)CC1 | -14% | -1% | -13% | -16% | / | -8% | / | 9% | ?
Cc1ccc(CCNC(=O)CCc2cn(Cc3ccccc3C)c3ccccc23)cc1 | -20% | -6% | 50%[activator] | -14% | 2% | -2% | 12% | / | -11%[59 µM]
COc1ccc(C2=NN(C(=O)CSc3nnnn3C)C(c3ccco3)C2)cc1 (stereo unspecified) | -7% | -4% | 22% | 2% | / | 5% | / | 6% | -3%[59 µM]
Cc1ccc(CN(C)C(=O)COC(=O)CSc2cc(C)c3ccccc3n2)cc1 | -9% | -6% | -15% | -2% | / | -7% | / | 10% | 0%[12.7 µM]
O=C(NC(=S)Nc1ccccc1N1CCOCC1)c1ccc(-c2ccccc2F)o1 | -24% | 0% | 19% | ? | 2% | -36% | 2% | 6% | ?
CCc1cc(C(=O)Nc2c(C)nn(Cc3ccc(C)cc3)c2C)no1 | -23% | -17% | 20% | -1% | -3% | -13% | 1% | / | 4%[59 µM]
O=C(NC(Cc1ccccc1)C(=O)O)/C(=C\c1ccco1)NC(=O)c1ccccc1 (stereo unspecified) | 14µM* | -27% | ? | -29% | 20% | -19%[57.1 µM] | 40µM* | 3% | ?
CC(C)(C)c1ccc(Oc2ccc(NC(=O)c3ccco3)cn2)cc1 | -12% | -9% | ? | -10% | -13% | -29% | -9% | -3% | 12%
COc1ccc(CCNc2nc(-c3cccnc3)nc3ccccc23)cc1OC | -2% | 5% | -13% | -10% | 2% | -22% | -1% | 11% | -10%
c1ccc(OCCn2c(COc3ccccc3)nc3ccccc32)cc1 | -21% | -12% | 19% | 23% | -18% | 26% | 24% | / | 6%[59 µM]
COC(=O)C1=C(c2ccccc2)c2ccccc2S(=O)(=O)N1CC(=O)Nc1cccc(C(C)=O)c1 | -15% | ? | -4% | -13% | -13% | ? | 3% | / | ?
COc1cccc(N2CCN(S(=O)(=O)c3cc(Br)cc4c3N(C(=O)C3CC3)CC4)CC2)c1 | -13% | -21% | 31%[activator] | -3% | -4% | -18% | 3% | / | 7.9µM*
CSc1cccc(NC(=O)Nc2ccccc2OCc2cc(=O)n3cc(C)ccc3n2)c1 | -11% | -13%[60.1 µM] | 9% | 4% | -3% | -10% | -10% | / | -3%[59 µM]
Cn1ccnc1SCC(=O)N1CCN(S(=O)(=O)c2ccccc2)CC1 | -1% | 5% | 7% | -10% | -1% | 1% | 1% | -2% | 5%
Cc1cc(C)c(C(N)=O)c(Nc2cccc3ccccc23)n1 | -7% | 1% | 22% | -5% | ? | -10% | -9% | 5% | 3%[59 µM]
COc1ccc(S(=O)(=O)NCCc2cc3ccc(C)c(C)c3[nH]c2=O)cc1 | -13%&-12% | 6%&-4% | 26%&-4% | 0%&3% | -1%&4% | 1%&-2% | 96%&11% | 11% | 11%
COc1ccc(CCC(=O)NCC23CC4CC(CC(C4)C2)C3)cc1 | 2% | -3% | 48%[activator] | -2% | 0% | 10% | 21% | -3% | 0%

Not all compounds are listed (hit frequency here may not be typical).
